# Screening data deposited in PubChem BioAssay by The Scripps Research Institute Molecular Screening Center.
# PREPL inhibitor: inhibitors of human prolyl oligopeptidase-like enzyme PREPL | recombinant PREPL, fluorescence polarization activity-based probe | inhibition, % at 5.96 µM | hit rate 0.68% among 320,000; in the data active = inhibition above about 43%;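 note: 0% = enzyme with DMSO and 100% = wells lacking enzyme; many of its hits are not listed in these tables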
# PAFAH1B3 inh: inhibitors of human PAFAH1B3 | inhibition, % at 3.39 µM | recombinant PAFAH1B3, FP-rhodamine probe, fluorescence polarization | hit rate 0.28% among 340,000;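 active = inhibition above the screen-wide average of all tested compounds plus 3 SD, cut at about 25% in these data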;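 note: 0% = enzyme with DMSO only and 100% = wells lacking PAFAH1B3 protein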
# EBNA-1 inh: blocks EBNA-1 binding to DNA | EBNA-1 DNA binding, fluorescence polarization | inhibition, % at 14.8 µM | hit rate 0.34% among 300,000; in the data active = inhibition above about 28%
# ZTA DNA inh: counter-screen for EBNA-1 inhibitors: inhibitors of Epstein-Barr virus ZTA. ZTA-DNA binding, fluorescence polarization. inhibition, % at 11 µM. hit rate 0.15% among 320,000. P03206. AID 2234; in the data active = inhibition above about 33%
# LYPLA1 counter: LYPLA1 (human) inhibition in PME1 counter-screen; O75608; recombinant LYPLA1, FP-Rh probe fluorescence polarization; inhibition, % at 5.9 µM; hit rate 0.16% among 320,000; AID 2174;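 active = inhibition above the mean of all tested compounds plus 3 SD, set per campaign, cut at about 14% in these data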;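 note: inhibitors block serine hydrolase probe labeling of LYPLA1 so polarization falls; 0% = enzyme with DMSO and 100% = wells lacking LYPLA1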
# PAFAH1B2 inh: inhibitors of human PAFAH1B2 | AID 492953 | recombinant PAFAH1B2, FP-rhodamine activity probe, fluorescence polarization | inhibition, % at 3.39 µM | P68402 | hit rate 1.2% among 340,000;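 active = inhibition above the mean of all tested compounds plus 3 SD, cut at about 24% in these data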;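 note: 0% = enzyme with DMSO and 100% = wells lacking PAFAH1B2; many of its hits are not listed in these tables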
# Target sequence (P68402 whole entry, looked up): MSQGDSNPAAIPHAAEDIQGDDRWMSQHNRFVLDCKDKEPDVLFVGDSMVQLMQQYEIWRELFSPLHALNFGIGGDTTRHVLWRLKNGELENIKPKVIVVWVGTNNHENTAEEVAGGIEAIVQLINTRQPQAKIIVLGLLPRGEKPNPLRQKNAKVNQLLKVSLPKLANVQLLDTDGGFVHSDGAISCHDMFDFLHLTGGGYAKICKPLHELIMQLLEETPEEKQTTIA
# pPAFAH FP inh: inhibitors of human plasma PAF acetylhydrolase (pPAFAH); inhibition, % at 3.39 µM; hit rate 1.5% among 330,000; Q13093; recombinant pPAFAH, FP-rhodamine probe fluorescence polarization;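 active = inhibition above the mean inhibition across the screen plus 3 SD, cut at about 25% in these data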;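 note: inhibitors block binding of the rhodamine activity-based probe so polarization drops; 0% = enzyme with DMSO and 100% = wells lacking pPAFAH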
# Target sequence (Q13093 whole entry, looked up): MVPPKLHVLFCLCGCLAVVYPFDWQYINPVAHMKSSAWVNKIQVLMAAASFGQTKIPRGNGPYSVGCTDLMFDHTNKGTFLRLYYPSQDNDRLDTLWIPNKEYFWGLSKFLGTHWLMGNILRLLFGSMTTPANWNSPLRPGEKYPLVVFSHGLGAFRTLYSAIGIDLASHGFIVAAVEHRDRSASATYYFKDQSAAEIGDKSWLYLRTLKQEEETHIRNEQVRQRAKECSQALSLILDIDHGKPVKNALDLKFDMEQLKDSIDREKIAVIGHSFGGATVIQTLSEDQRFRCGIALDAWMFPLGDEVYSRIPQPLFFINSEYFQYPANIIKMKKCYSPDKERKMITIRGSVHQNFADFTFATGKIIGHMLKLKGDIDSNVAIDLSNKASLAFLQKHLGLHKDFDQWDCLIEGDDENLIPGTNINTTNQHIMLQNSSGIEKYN
# LYPLA2 inh: blocks human lysophospholipase 2, a PME1 counter-screen; O95372; recombinant LYPLA2, FP-Rh probe fluorescence polarization; inhibition, % at 5.9 µM; hit rate 0.38% among 320,000;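 active = inhibition above the screen-wide mean plus 3 SD, limit set per campaign, cut at about 26% in these data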;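 note: 0% = LYPLA2 with DMSO and 100% = wells lacking LYPLA2 enzyme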
# Target sequence (O95372 whole entry, looked up): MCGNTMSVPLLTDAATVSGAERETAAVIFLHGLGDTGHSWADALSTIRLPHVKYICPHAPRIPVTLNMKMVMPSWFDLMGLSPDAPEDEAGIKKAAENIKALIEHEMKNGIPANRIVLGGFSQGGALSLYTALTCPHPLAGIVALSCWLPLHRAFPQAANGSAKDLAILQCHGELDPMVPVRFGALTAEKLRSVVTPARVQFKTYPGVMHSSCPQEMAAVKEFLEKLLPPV
# PAFAH2 FP inh: inhibitors of human PAFAH2 | Q99487 | recombinant PAFAH2, FP-rhodamine activity probe, fluorescence polarization | hit rate 0.99% among 340,000 | AID 492956 | inhibition, % at 3.39 µM;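 active = inhibition above the mean over all tested compounds plus 3 SD, cut at about 30% in these data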;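 note: inhibitors block probe labeling of enzyme so polarization drops; 0% = enzyme with DMSO and 100% = wells lacking PAFAH2 protein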
# Starred values were filed as active, the others as inactive; nt = not tested or not shown. Some of the compounds tested, so the mix of outcomes need not match the whole.
1: COc1ccc(-c2noc(CCC(=O)N3CCN(c4ccc(Br)cc4)CC3)n2)cc1
2: COc1ccc2c(c1)c1nc3n(c(=O)c1n2CC(=O)Nc1ccccc1)CCCS3
3: CC(Nc1nc(N2CCN(S(C)(=O)=O)CC2)nc2ccccc12)c1ccccc1 (centres undefined)
4: CC(/C=C1\N=C(SCc2ccccc2Cl)SC1=O)=C\c1ccccc1
5: COc1cccc(NC(=S)NCc2cccs2)c1
6: CC1CCCC(C)N1/N=C/c1ccccc1C(=O)O (centres undefined)
7: CN1CCCN(C(=O)c2ccc(Cl)s2)CC1
8: CSCCC(NC(=O)COc1ccccc1)C(=O)NC1CCC(C)CC1 (centres undefined)

compound no.	1	2	3	4	5	6	7	8
PREPL inhibitor	nt	-1	12	12	4	0	8	-3
PAFAH1B3 inh	5	6	0	5	9	2	14	0
EBNA-1 inh	nt	0	8	-6	1	1	-2	-1
ZTA DNA inh	nt	-5	2	7	2	4	-2	-19
LYPLA1 counter	nt	-1	2	-5	4	3	-4	0
PAFAH1B2 inh	7	3	8	-1	2	2	1	-1
pPAFAH FP inh	4	2	10	9	5	3	0	7
LYPLA2 inh	nt	7	8	7	-2	5	0	2
PAFAH2 FP inh	6	5	-1	46*	6	1	13	0

9: Cc1cc(C)c(C(=O)Nc2cccc(F)c2)c(Cl)n1
10: Cc1cc(NC(=O)C2CCCN2C(=O)Nc2cccc(Cl)c2)ccc1-n1cnnn1 (centres undefined)
11: c1coc(CNc2c3c(nc4ccccc24)CCC3)c1
12: CCC(C)C(NC(=O)C1CCC(C)CC1)C(=O)NC(C(=O)OC)C(C)C (centres undefined)
13: Nc1c(N2CCCCC2)c2ccccc2oc1=O
14: CCC(=O)N1c2ccc(S(=O)(=O)CCC(=O)NCc3ccc4c(c3)OCO4)cc2CC1C (centres undefined)
15: CN1C(=O)c2cccc(NC(=O)C3CCCCC3)c2C1=O
16: c1ccc2oc(-c3csc(N4CCOCC4)n3)cc2c1

compound no.	9	10	11	12	13	14	15	16
PREPL inhibitor	-2	-51	33	1	4	-8	0	15
PAFAH1B3 inh	9	2	13	-7	8	-5	9	-1
EBNA-1 inh	-7	-8	6	4	3	-1	-5	0
ZTA DNA inh	-14	-16	-9	-3	-16	8	-11	6
LYPLA1 counter	0	-2	-4	2	-4	1	-3	3
PAFAH1B2 inh	5	-1	-1	-4	4	-2	3	-3
pPAFAH FP inh	-6	4	11	0	7	-1	-6	7
LYPLA2 inh	0	3	1	4	-1	-4	-4	3
PAFAH2 FP inh	-3	-3	1	1	8	-4	2	-4

17: O=C(NCC1CCCO1)c1nc2c(nnn2Cc2ccc(F)cc2)c(=O)[nH]1 (centres undefined)
18: COc1cccc(NC(=O)c2cccc(N3C(=O)C4C5C=CC(C5)C4C3=O)c2)c1 (centres undefined)
19: COc1ccc(NC(=O)CCCn2c(=O)oc3ccccc32)cc1Cl
20: O=C(N/N=C/c1ccoc1)c1cc(O)cc(O)c1
21: CC(NC(=O)c1ccc(S(C)(=O)=O)cc1)c1cccc2ccccc12 (centres undefined)
22: COc1cc(NC(=O)CSc2nnc3c(n2)[nH]c2ccc(S(=O)(=O)NC(C)C)cc23)cc(OC)c1OC
23: C=CCNC(=O)/C(=C\C=C\c1ccccc1)NC(=O)c1ccccc1Cl
24: O=C1CCc2cc(S(=O)(=O)NCc3ccccc3Cl)cc3c2N1CC3

compound no.	17	18	19	20	21	22	23	24
PREPL inhibitor	13	-1	3	0	-19	5	9	2
PAFAH1B3 inh	5	5	6	11	-2	4	3	8
EBNA-1 inh	-2	3	5	1	9	-1	1	-14
ZTA DNA inh	-6	5	-5	4	-11	7	2	-8
LYPLA1 counter	4	-4	1	-5	0	-5	-2	4
PAFAH1B2 inh	6	1	5	7	3	-5	1	3
pPAFAH FP inh	12	2	5	18	3	7	2	4
LYPLA2 inh	7	1	6	-8	3	-11	-4	2
PAFAH2 FP inh	-1	0	1	12	1	8	7	0

25: Cc1ccc(/C=N/N(Cc2ccccc2)c2ccccc2)o1
26: Clc1ccc(Cn2nnc(-c3ccc(CN4CCOCC4)cc3)n2)cc1
27: Cc1nnc(SCC(=O)NCc2ccc(Cl)cc2)[nH]c1=O
28: CCN1CCN(CC(=O)c2ccc(C)cc2)CC1
29: CSc1ccc(CN(C)C(=O)C2CCN(C(=O)Nc3ccccc3)CC2)cc1
30: CCn1cc(CNC(=O)c2cc(Cl)ccc2OC)c(C)n1
31: COc1cc(NC(=O)CN2C(=O)c3ccccc3Sc3ccc(C(=O)N4CCOCC4)cc32)cc(OC)c1OC
32: CCOc1ccccc1C(=O)Nc1cccc(-c2nnc(-c3ccccc3)o2)c1

compound no.	25	26	27	28	29	30	31	32
PREPL inhibitor	3	12	-4	-3	10	-3	7	15
PAFAH1B3 inh	-5	-2	7	3	4	4	3	-6
EBNA-1 inh	9	0	-4	2	nt	-9	-4	-4
ZTA DNA inh	-4	-5	-12	8	2	8	15	-12
LYPLA1 counter	1	6	1	-1	2	5	2	-4
PAFAH1B2 inh	3	6	22	2	1	3	4	-2
pPAFAH FP inh	1	2	2	5	-6	4	5	0
LYPLA2 inh	2	5	-2	-3	4	9	6	1
PAFAH2 FP inh	3	-3	-4	-2	1	0	0	-2

33: Nc1cccc(-c2cc(-c3ccccc3)nc(-c3cccc(N)c3)n2)c1
34: Cc1cc(C(=O)OCC(=O)Nc2nc(-c3ccccc3)cs2)c(C)o1
35: CC(=O)N1CC(C)Oc2ccc(S(=O)(=O)NC(CC(=O)O)c3ccccc3)cc21 (centres undefined)
36: COc1ccc(N2Cc3ccccc3C2=O)cc1
37: C=CCn1c(O)c(C=Nc2ccccc2)sc1=S
38: Cc1ccccc1OCC(=O)Nc1ccccc1N1CCCCC1
39: O=C(COC(=O)C1COc2ccccc2O1)Nc1cccc(Cl)c1 (centres undefined)
40: Clc1ccc(CN2CCC(c3nc4ccc(Cl)cc4[nH]3)CC2)cc1

compound no.	33	34	35	36	37	38	39	40
PREPL inhibitor	5	-1	7	19	7	2	2	10
PAFAH1B3 inh	10	8	2	7	9	1	3	1
EBNA-1 inh	9	34*	-8	3	-3	-4	nt	-2
ZTA DNA inh	17	7	3	5	-3	-8	-11	-10
LYPLA1 counter	-7	0	-2	2	0	1	-2	-6
PAFAH1B2 inh	1	0	2	1	4	7	4	-2
pPAFAH FP inh	10	6	6	0	5	7	7	1
LYPLA2 inh	1	2	1	2	-1	8	1	-2
PAFAH2 FP inh	3	-2	3	0	6	-4	7	5

# Random excerpt: four compounds from above
36: COc1ccc(N2Cc3ccccc3C2=O)cc1
37: C=CCn1c(O)c(C=Nc2ccccc2)sc1=S
33: Nc1cccc(-c2cc(-c3ccccc3)nc(-c3cccc(N)c3)n2)c1
38: Cc1ccccc1OCC(=O)Nc1ccccc1N1CCCCC1

compound no.	36	37	33	38
PREPL inhibitor	19	7	5	2
PAFAH1B3 inh	7	9	10	1
EBNA-1 inh	3	-3	9	-4
ZTA DNA inh	5	-3	17	-8
LYPLA1 counter	2	0	-7	1
PAFAH1B2 inh	1	4	1	7
pPAFAH FP inh	0	5	10	7
LYPLA2 inh	2	-1	1	8
PAFAH2 FP inh	0	6	3	-4

# Remaining list, next part.
41: COC(=O)c1ccc(NC(=O)CSc2nnc(CNc3ccc(F)cc3)n2C)cc1
42: Cn1c(=O)cc(N)n(Cc2ccccc2)c1=O
43: O=C(NCc1cn2ccccc2n1)c1ccco1
44: COCCNC(=O)c1ccc(NS(C)(=O)=O)cc1
45: COc1ccc(CCN(C)C(=O)C2CC(=O)N(Cc3ccc(C)cc3)C2)cc1OC (centres undefined)
46: COc1ccc([C@H]2[C@H](C(=O)C(C)(C)C)N3N=Cc4ccccc4C3[C@]23N=C(c2ccccc2)OC3=O)cc1 (some centres undefined)
47: CCOC(=O)C1CC(c2ccc(Cl)cc2)=NNC1=O (centres undefined)
48: CCCCNC(=O)CC1NCCNC1=O (centres undefined)

compound no.	41	42	43	44	45	46	47	48
PREPL inhibitor	6	2	-7	3	15	8	-6	5
PAFAH1B3 inh	0	7	3	4	2	4	5	-5
EBNA-1 inh	4	13	-1	-13	nt	-23	1	-9
ZTA DNA inh	3	2	-15	11	-3	-7	11	7
LYPLA1 counter	2	1	0	-2	1	-4	-1	0
PAFAH1B2 inh	3	-1	4	-1	0	4	1	-3
pPAFAH FP inh	2	0	0	0	-7	-3	4	0
LYPLA2 inh	5	5	6	-6	-3	-4	-3	2
PAFAH2 FP inh	2	-3	6	5	-1	0	0	4

49: O=C1COc2ccc(C(=O)COC(=O)Cn3cnc4ccccc43)cc2N1
50: CCOC(=O)N1CCC(NC(=O)CCc2c(C)nc3nc(C)nn3c2C)CC1
51: O=C(O)c1cc(-c2ccc(N3CCOCC3)cc2)nn1-c1ccc(F)cc1
52: CC(C)c1nnc(NC(=O)CCC(=O)N2CCN(c3ccccn3)CC2)s1
53: CCCCN(CC)CCNC(=O)c1cc2c(C)nc3ccccc3c2o1
54: Cc1ccccc1CSCCC(=O)NCCC1=CCCCC1
55: NS(=O)(=O)c1ccc(NC(=S)N2CCN(C(=O)C3CCCO3)CC2)cc1 (centres undefined)
56: Cc1ccc2c(c1)c1c3n2CCCN(Cc2ccccc2)C3CCC1 (centres undefined)

compound no.	49	50	51	52	53	54	55	56
PREPL inhibitor	18	2	-1	20	-17	7	0	11
PAFAH1B3 inh	-5	-6	0	4	-2	3	1	-3
EBNA-1 inh	-1	4	-3	-11	-4	-3	-6	8
ZTA DNA inh	-2	-5	3	8	-1	-4	0	10
LYPLA1 counter	0	-2	-3	-3	0	-2	3	0
PAFAH1B2 inh	-1	-1	1	-4	7	1	1	-6
pPAFAH FP inh	-4	-2	-3	4	1	8	0	5
LYPLA2 inh	10	5	-3	9	-3	6	-2	1
PAFAH2 FP inh	4	2	7	1	1	11	0	4

57: CCCCN1C(C)=CC(=C2C(=O)c3ccccc3C2=O)C=C1C
58: Cc1cc(-c2nc(-c3ccncc3)no2)ccc1[N+](=O)[O-]
59: CCOc1ccc(CN2CCC(Cc3ccccc3)CC2)cc1
60: Cc1cccc(NC(=O)CSCC(=O)NCc2cccc(C(F)(F)F)c2)c1
61: Cc1cc(=O)n2c(-c3ccccc3C)n[nH]c2n1
62: OCCn1c(-c2ccc3c(c2)OCO3)csc1=Nc1ccccc1
63: CN(C(=O)CSc1nc(-c2ccccc2)c(-c2ccccc2)o1)C1CCS(=O)(=O)C1 (centres undefined)
64: c1cnc(N2CCN(c3cnccn3)CC2)nc1
65: Cc1cc(NC(=O)COC(=O)c2ccc(C)c(C)c2)no1
66: CCOc1ccc(/C=C2\SC(=S)NC2=O)cc1OC

compound no.	57	58	59	60	61	62	63	64	65	66
PREPL inhibitor	24	16	-28	-12	-1	19	4	-4	-2	10
PAFAH1B3 inh	-1	7	2	1	0	14	6	4	4	10
EBNA-1 inh	2	-15	-11	4	5	8	-4	-1	nt	8
ZTA DNA inh	-3	-7	0	1	-3	-4	-1	-12	nt	10
LYPLA1 counter	1	4	1	0	-4	-1	-2	0	nt	-1
PAFAH1B2 inh	9	4	5	21	0	-1	3	1	-1	5
pPAFAH FP inh	-2	5	1	10	4	5	4	5	4	-8
LYPLA2 inh	-8	8	7	2	-6	3	-8	-2	nt	-4
PAFAH2 FP inh	12	-4	-7	-4	1	-13	4	14	52*	1
